FUS yeast rescue = qHTS for Suppressors of FUS Proteinopathy: Primary screen using FUS-linked yeast assay | Potency, µM (doses to about 76.6 µM), inactives show top-dose growth rescue (activation), actives largely listed as activators | AID 1347120, 2019 | S. cerevisiae FUS-expressing, growth rescue, OD600, 24 h | actives 0.24% (n = 390,000);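 also: plate controls were DMSO vehicle for no effect and reference control for full effect; nearly all actives have a fitted effect of over 55% in size; some results filed as inactive show a strong effect at the top dose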
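Yeast expressing FUS under galactose induction, OD 0.005 in 2% galactose medium; compounds in a dilution series, 24 h at 30C. Growth rescue by absorbance at 600 nm; CP55940 positive control, DMSO negative.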
EPAC2 antagonist = qHTS for Antagonist of cAMP-regulated guanine nucleotide exchange factor 2 (EPAC2): primary screen; actives 0.18% (n = 360,000); Potency, µM (top dose mostly 114 µM), without a hit: top-dose activity, negative = inhibition, usual class: inhibitors; EPAC2 GEF exchange of Rap1B-BODIPY-GDP, fluorescence; also: % is scaled to controls: 0 for no effect and ±100 for the full control effect; nearly all actives have a fitted effect of over 45% in size; many of its hits are not listed in these tables
PTHR1 agonist = qHTS for PTHR1 Agonists: Primary Screen | Parathyroid hormone/parathyroid hormone-related peptide receptor (Homo sapiens), Q03431 | HEK293 GP2 PTHR1 cells, GloSensor cAMP luminescence, 1 h | Potency, µM (doses to about 115 µM), without a hit: at the highest dose activation, actives largely listed as activators | actives 0.075% (n = 410,000) | AID 743266, 2014; also: nearly all actives have a fitted effect of over 55% in size; some results filed as inactive show a strong effect at the top dose; inactives centre near -15; many of its hits are not listed in these tables
Target sequence (Q03431 whole entry, looked up): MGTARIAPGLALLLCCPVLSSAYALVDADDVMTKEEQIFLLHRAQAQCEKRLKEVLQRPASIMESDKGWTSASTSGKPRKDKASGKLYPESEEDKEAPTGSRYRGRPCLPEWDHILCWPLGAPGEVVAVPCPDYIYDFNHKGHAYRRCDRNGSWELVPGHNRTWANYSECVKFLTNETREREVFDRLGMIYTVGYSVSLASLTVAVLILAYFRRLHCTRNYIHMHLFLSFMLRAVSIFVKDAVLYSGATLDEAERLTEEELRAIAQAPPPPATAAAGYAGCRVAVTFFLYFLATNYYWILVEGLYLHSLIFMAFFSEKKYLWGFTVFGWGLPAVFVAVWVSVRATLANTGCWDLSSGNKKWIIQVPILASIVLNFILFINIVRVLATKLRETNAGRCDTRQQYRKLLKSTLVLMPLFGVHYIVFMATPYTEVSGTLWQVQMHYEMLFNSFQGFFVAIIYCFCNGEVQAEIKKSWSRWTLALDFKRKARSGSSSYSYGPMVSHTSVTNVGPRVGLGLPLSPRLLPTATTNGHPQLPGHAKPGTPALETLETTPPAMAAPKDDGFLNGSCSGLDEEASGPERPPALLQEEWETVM
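HEK-293-derived GP2 cells expressing PTHR1 and a GloSensor cAMP reporter, 3,000/well, plated overnight, given luciferin plus IBMX (each 0.5 mM as added) for 1 h at 37 °C, then compound for 1 h at 37 °C. Luminescence was read after 15 min at room temperature.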
EPAC2 ag = qHTS for Agonist of cAMP-regulated guanine nucleotide exchange factor 4 (EPAC2): primary screen | EPAC2 activation, biochemical qHTS; response scale: 100% = 6.5 mM cAMP response | Potency, µM (top dose mostly 154 µM), inactives show at the highest dose activation, actives largely listed as activators | actives 0.079% (n = 360,000) | AID 720711, 2013; also: nearly all actives have a fitted effect of over 50% in size
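Exchange assay: 100 nM EPAC2 with 250 nM Rap1B-BODIPY-GDP and 50 uM GDP. Fluorescence (ex 480/em 540 nm) read every 5 min for 30 min at room temperature. Data normalized to 6.5 mM cAMP as agonist control.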
EPAC1 ag = qHTS for Agonist of cAMP-regulated guanine nucleotide exchange factor 3 (EPAC1): primary screen. Potency, µM (top dose mostly 154 µM), for inactives: at the top dose activation, usual class: activators. actives 0.073% (n = 360,000). EPAC1 agonist qHTS, biochemical assay; response scale: 100% = response to 6.5 mM cAMP. Rap guanine nucleotide exchange factor 3 (Homo sapiens), O95398; also: nearly all actives have a fitted effect of over 60% in size
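Read-out is the fluorescence drop as BODIPY-GDP leaves Rap1B (480 nm excitation, 540 nm emission), recorded every 5 minutes over 30 minutes. Reactions held 100 nM EPAC1, 250 nM Rap1B–BODIPY-GDP and 50 uM GDP, with 6.5 mM cAMP setting full activation.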
aSyn rescue = qHTS of alpha-syn Inhibitors | Yeast expressing alpha-synuclein, growth rescue, BacTiter-Glo, 24 h | Potency, µM (highest dose often 46.1 µM), without a hit: at the top dose growth rescue (activation), usual class: activators | actives 0.14% (n = 370,000); also: % of control where 0% means no effect; nearly all actives have a fitted effect of over 65% in size
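Readout is rescue of growth in alpha-synuclein-expressing yeast, so inhibitors of toxicity appear as activators. Growth after 24 hr at 30 deg C in galactose medium is quantified by luminescence.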
TDP-43 yeast inh = qHTS of TDP-43 Inhibitors; AID 652104, 2013; TDP-43 expressing yeast growth rescue, BacTiter-Glo, 24 h; Potency, µM (highest dose often 46.1 µM), for inactives: top-dose growth rescue (activation), most hits filed as activators; actives 1.8% (n = 410,000); also: % of control where 0% means no effect; nearly all actives have a fitted effect of over 50% in size
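Galactose-induced TDP-43 yeast, OD600=0.02, compound pinned; 24 hr, 30 deg C; BacTiter-Glo luminescence for growth. Inhibitors of TDP-43 toxicity read as activators.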
EPAC1 antagonist = qHTS for Antagonist of cAMP-regulated guanine nucleotide exchange factor 3 (EPAC1): primary screen; Rap guanine nucleotide exchange factor 3 (Homo sapiens), O95398; EPAC1 GEF assay, Rap1b-BODIPY-GDP exchange fluorescence; Potency, µM (titrated, usually from 115 µM), without a hit: at the top dose activity change, negative = inhibition, actives largely listed as inhibitors; actives 0.14% (n = 360,000); AID 720709, 2013;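 also: plate controls were vehicle for no effect and positive control for full effect; nearly all actives have a fitted effect of over 50% in size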
Starred values were filed as active, the others as inactive; i = inactive; ? = inconclusive; nt = no result given; [ ] = remark or other dose. Calls follow the shape of the dose curve; as a rule, active = well fitted curve in the direction sought with a large enough effect; inconclusive = small, poorly fitted or top-dose-only effect, or another doubt; inactive = no such curve, though single readings can be large; an effect the other way counts as inactive or inconclusive. Potency is read from the fitted curve at half-maximal effect. Some of the compounds tested. The share of hits here may be higher or lower than overall.

[1] CCC(=O)c1ccc(O)cc1
[2] Cc1cccc(C)c1NC(=O)CCCN1C(=O)C(c2ccccc2)Oc2cccnc21 (configuration not stated)
[3] Cc1ccc(C(=O)O/N=C2\CC3CCC2(C)C3(C)C)cc1 (configuration not stated)
[4] CC(=O)Nc1ccc(S(=O)(=O)NC(C)C(=O)OCC(=O)Nc2ccc(F)cc2Cl)cc1 (configuration not stated)
[5] CCOc1ccc2[nH]c(=O)c(CN(Cc3nnnn3CCc3ccccc3)CC3CCCO3)cc2c1 (configuration not stated)
[6] Cc1cccc(OCc2nnc(SC(C)C(=O)O)n2Cc2ccccc2)c1 (configuration not stated)
[7] NS(=O)(=O)c1ccc(NC(=S)NCC2CCCO2)cc1 (configuration not stated)
[8] O=[N+]([O-])c1ccc(-c2nc(NCc3cccnc3)c3ccccc3n2)cc1

assay / compound | 1 | 2 | 3 | 4 | 5 | 6 | 7 | 8
FUS yeast rescue | -24% | -9% | 29% | -10% | 32% | 10% | nt | 2%
EPAC2 antagonist | 1% | 3% | 6% | -11% | 1% | 7% | 2% | 3%
PTHR1 agonist | -22% | -18% | i | i | i | i | i | i
EPAC2 ag | 3% | -3% | -3% | 6% | -5% | 2% | -2% | -6%
EPAC1 ag | -33%[inhibitor] | 0% | 4% | 8% | 11% | 2% | 1% | 1%
aSyn rescue | -4% | 0% | -10% | -1% | 8% | 6% | -21% | 4%
TDP-43 yeast inh | 18% | 12% | ? | 15% | 4% | 6% | -3% | 22%
EPAC1 antagonist | -9% | 21% | -7% | 5% | -7% | 3% | 3% | 7%

[9] CCOc1ccc(NC(=O)COc2ccc3c(c2)CCC3)cc1OC
[10] CCN(CC)S(=O)(=O)c1ccc(NC(=S)Nc2ccc(F)cc2)cc1
[11] Cc1[nH]nc2c1C(c1ccccn1)N(c1ccc(Br)cc1)C2=O (configuration not stated)
[12] Cc1ccc(C(=O)Nc2cccc(C(=O)N/N=C/c3ccc(F)cc3)c2)cc1
[13] CC(CSc1nnnn1-c1ccccc1)Cn1c(N2CCCC2)nc2c1c(=O)[nH]c(=O)n2C (configuration not stated)
[14] Cc1c(N=Cc2ccccn2)c(=O)n(-c2ccccc2)n1C
[15] O=C(NCc1ccc(F)cc1)C(=O)Nc1nc(C23CC4CC(CC(C4)C2)C3)cs1
[16] CC1CCc2c(C(=O)OCC(=O)Nc3cccc(S(=O)(=O)N4CCCCCC4)c3)csc2C1 (configuration not stated)

assay / compound | 9 | 10 | 11 | 12 | 13 | 14 | 15 | 16
FUS yeast rescue | ? | -6% | 18% | -5% | nt | -13% | 11% | nt
EPAC2 antagonist | 16% | -12% | 15% | 3% | 26% | 9% | -16% | 8%
PTHR1 agonist | -12% | -23% | -6%[57.5 µM] | -3% | -24% | i | -10% | -21%
EPAC2 ag | 2% | -2% | 3% | -2% | -6% | 8% | 2% | 10%
EPAC1 ag | -8% | 9% | 0% | -7% | -8% | -3% | 10% | 4%
aSyn rescue | -2% | -1% | -15% | -2% | 2% | -10% | 1% | 0%
TDP-43 yeast inh | 11% | 20% | -18% | 1% | -21% | -16% | 11% | 0%
EPAC1 antagonist | 24% | -3% | 3% | 14% | 11% | 1% | -17% | 4%

[17] COc1ccccc1N1CCN(C(=O)c2cc3ccccc3[nH]2)CC1
[18] CCN1C(=O)N(CC)C(O)(c2ccccc2)C1(O)c1ccccc1 (configuration not stated)
[19] COc1ccc(C)cc1S(=O)(=O)N(C)CC(=O)NCc1ccncc1
[20] Cc1noc(C)c1COC(=O)Cn1c(C)nc2ccccc21
[21] COc1ccc(C(C(=O)NC2CCCCC2)N(C(=O)CCl)c2ccc(OC)cc2)cc1 (configuration not stated)
[22] O=C(NCc1ccccc1)C(=O)NCC1OCCN1S(=O)(=O)c1cccs1 (configuration not stated)
[23] CC(=O)NCCc1ccc(C(=O)Cn2cnc3ccccc3c2=O)cc1
[24] O=C(CN1C(=O)COc2ccc(Cl)cc21)NCC1CCCO1 (configuration not stated)

assay / compound | 17 | 18 | 19 | 20 | 21 | 22 | 23 | 24
FUS yeast rescue | -14% | -40% | -2% | -3% | nt | -10% | 5% | 14%
EPAC2 antagonist | -5% | -2% | 0% | -4% | 1% | -11% | -3% | 3%
PTHR1 agonist | -91%[inhibitor] | -14% | -25% | -10% | -41%[inhibitor] | -18% | -10% | ?
EPAC2 ag | 17% | 12% | 10% | -2% | 3% | 5% | -7% | 1%
EPAC1 ag | 3% | 2% | -3% | -4% | 5% | -11% | 11% | -14%
aSyn rescue | 0% | 1% | 4% | -3% | 5% | 0% | -2% | 0%
TDP-43 yeast inh | ? | 7% | 11% | 8% | 0% | -1% | -24% | 10%
EPAC1 antagonist | -17% | -5% | 3% | 6% | 5% | -4% | -4% | 14%

[25] COCCNC(=O)C1(C)CCCN(C(=O)c2cccc(OC(F)(F)F)c2)C1 (configuration not stated)
[26] COc1ccc(-n2nc(C(=O)NCC(=O)N3CCCCC3)c3ccccc3c2=O)c(OC)c1
[27] Cc1ccc(C(=O)Nc2ccccc2N2CCN(C(=O)C(C)C)CC2)cc1
[28] COc1cccc(/C=N/NC(=S)NC2CC3CC2C2C=CCC32)c1O (configuration not stated)
[29] c1ccc2[nH]c(NCCN3CCOCC3)nc2c1
[30] COC(=O)c1cccnc1NC(=S)NC1CCCCC1
[31] Cc1cc(C)c(C#N)c(SCc2ccc(F)cc2)n1
[32] CCOC(=O)C1C2C=CC3(CN(c4cccc(Cl)c4)C(=O)C13)O2 (configuration not stated)

assay / compound | 25 | 26 | 27 | 28 | 29 | 30 | 31 | 32
FUS yeast rescue | -14% | 19% | 22% | 12% | nt | 4% | 3% | 2%
EPAC2 antagonist | 11% | 3% | -3% | 3% | 5% | 5% | -2% | -14%
PTHR1 agonist | i | i | 0%[57.5 µM] | -14% | i | i | -6% | 8%
EPAC2 ag | 3% | 9% | 5% | 12% | 10% | 5% | -2% | 5%
EPAC1 ag | -5% | -5% | 0% | 6% | 4% | 4% | 6% | 2%
aSyn rescue | -9% | -7% | -3% | -4% | 7% | -8% | -2% | 0%
TDP-43 yeast inh | ? | -9% | ? | -7% | 16% | -10%[9.22 µM] | 12% | 8%
EPAC1 antagonist | 5% | -3% | 0% | -17% | 1% | 13% | -5% | 6%

[33] CC1CCCC(NC(=O)CCNS(=O)(=O)c2ccc(Br)cc2)C1C (configuration not stated)
[34] Cc1cc([N+](=O)[O-])nn1CC(=O)Nc1c(C)n(C)n(-c2ccccc2)c1=O
[35] Cc1nn2c(COc3ccc(NC(=O)C(C)C)cc3)nnc2c2ccccc12
[36] COc1ccc(Cl)cc1C(=O)NCc1ccco1
[37] CSc1ccc(Cl)c(C(=O)OCC(=O)NCc2ccco2)c1
[38] CCOc1ccc(CN=C(N)N=C(N)N)cc1Cl
[39] CC(=O)N(CCCN(C)C)Cc1ccccn1
[40] Nc1c(C(=O)Nc2nccs2)sc2nc(-c3cccs3)cc(C(F)(F)F)c12

assay / compound | 33 | 34 | 35 | 36 | 37 | 38 | 39 | 40
FUS yeast rescue | -16% | 7% | 15% | -12% | ? | -17% | -2% | 17%
EPAC2 antagonist | -18% | 11% | 8% | -8% | -7% | 0% | -3% | -1%
PTHR1 agonist | -66%[inhibitor] | i | i | -7% | i | -8%[57.5 µM] | i | i
EPAC2 ag | -2% | 3% | -1% | 6% | -3% | 8% | 14% | -80%[15.6 µM]
EPAC1 ag | 2% | 0% | 4% | 10% | 3% | -3% | 8% | -6%
aSyn rescue | 16% | 0% | -4% | 6% | 12% | -3% | -1% | -2%
TDP-43 yeast inh | 6% | -11% | 15% | ? | ? | 14% | -2% | -8%
EPAC1 antagonist | -32% | -1% | 3% | -6% | -26% | -2% | 27% | 4%

[41] COCCCN1C(=O)C(=O)/C(=C(/O)c2ccc(C)cc2)C1/C=C/c1ccccc1 (configuration not stated)
[42] O=C(CN1C(=O)NC2(CCCc3ccccc32)C1=O)N1CCN(c2cccc(C(F)(F)F)c2)CC1 (configuration not stated)
[43] Cc1ccc2nc(C3CCN(CC(=O)Nc4ccc5c(c4)OCCO5)CC3)[nH]c2c1
[44] CN(C)/N=C/c1cn(-c2ccccc2)nc1-c1cccnc1
[45] COCCCn1nnnc1SCC(=O)Nc1ccc2c(c1)OCCO2

assay / compound | 41 | 42 | 43 | 44 | 45
FUS yeast rescue | 14% | 5% | 7% | 1% | -7%
EPAC2 antagonist | -3% | -1% | -4% | -2% | -1%
PTHR1 agonist | i | -31% | i | i | -6%
EPAC2 ag | -12% | -3% | 14% | 1% | -2%
EPAC1 ag | -5% | -9% | 4% | -3% | 9%
aSyn rescue | 7% | -4% | 4% | 5% | 8%
TDP-43 yeast inh | -28% | 7% | -18% | -18%[0.397 µM] | 1%
EPAC1 antagonist | -4% | -16% | -12% | 1% | 6%
